Mdm2 MdmX PPI: human Mdm2/MdmX binding inhibition; SaOS-2 split-luciferase Mdm2/MdmX complementation, luminescence; inhibition, % at 8 µM; hit rate 3% among 330,000; AID 485346;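 active = inhibition of at least 50% at 8 µM in the primary screen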
tim23-1 inh: tim23-1 yeast growth inhibition; inhibition, % at 20 µM; S. cerevisiae tim23-1 growth, BacTiter-Glo luminescence, 24 h; AID 463212; hit rate 1.3% among 330,000;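 active = growth inhibition of the mutant yeast at or above 50%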;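 also: temperature-sensitive mutant grown at 25 °C; plate controls were DMSO-treated mutant yeast for no effect and medium wells lacking yeast for full effect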
TIM10 inh: TIM10 yeast growth inhibition | AID 463195 | hit rate 1.4% among 330,000 | S. cerevisiae TIM10 strain growth, BacTiter-Glo luminescence, 24 h | inhibition, % at 10 µM;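 active = inhibition of 40% or more at the single tested concentration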;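 also: wild-type TIM10 isogenic control strain grown at permissive 25 °C; 0% = DMSO yeast wells and 100% = minimal medium wells without yeast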
tim10-1 inh: growth inhibitors of tim10-1 mutant yeast | S. cerevisiae tim10-1 ts strain growth, BacTiter-Glo, 24 h | inhibition, % at 20 µM | hit rate 2.2% among 330,000;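 active = inhibition of at least 40%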;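 also: mutant grown at 25 °C; 0% = DMSO wells with yeast and 100% = wells holding no yeast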
NR3A LBD binder: NR3A (human) ligand-binding domain modulation; NR3A LBD differential scanning fluorimetry, Tm shift; 0% = protein alone, 100% = glycine-bound protein; Tm shift relative to glycine control, % at 25 µM; hit rate 2.5% among 340,000; AID 1259313;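 active = melting temperature shift of at least 10% of the positive control shift, at one fixed dose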
XBP1 UPR activ: activators of adaptive arm of unfolded protein response (XBP1); CHO-XBP1 luciferase reporter, IRE1-XBP1 UPR activation, luminescence; percent of tunicamycin response, DMSO as zero; activation, % at 20 µM; hit rate 0.33% among 330,000; AID 463104;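 active = versus positive control, 20 µM dose yields 30% or more activation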;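 also: 100% = tunicamycin at 10 µg/mL and 0% = DMSO only wells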
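Assay system: CHO-XBP1 luciferase reporter cells; Schedule: 6 h treatment, 37 °C; Detection: glow luminescence from Steady-Glo reagent; Benchmarks: high control tunicamycin 10 µg/mL final, low control DMSO vehicle only.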
APJ ag: activates the human apelin receptor APJ. P35414. activation, % at 20 µM. AID 2520. CHO-K1 APJ PathHunter beta-arrestin, luminescence; 0% DMSO wells, 100% apelin. hit rate 0.11% among 330,000;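 active = activation more than six SD over the plate average, tested at 20 µM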;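 also: 0% = DMSO alone and 100% = apelin-13 at 10 nM; some results filed as inactive read as strong as hits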
Target sequence (P35414 whole entry, looked up): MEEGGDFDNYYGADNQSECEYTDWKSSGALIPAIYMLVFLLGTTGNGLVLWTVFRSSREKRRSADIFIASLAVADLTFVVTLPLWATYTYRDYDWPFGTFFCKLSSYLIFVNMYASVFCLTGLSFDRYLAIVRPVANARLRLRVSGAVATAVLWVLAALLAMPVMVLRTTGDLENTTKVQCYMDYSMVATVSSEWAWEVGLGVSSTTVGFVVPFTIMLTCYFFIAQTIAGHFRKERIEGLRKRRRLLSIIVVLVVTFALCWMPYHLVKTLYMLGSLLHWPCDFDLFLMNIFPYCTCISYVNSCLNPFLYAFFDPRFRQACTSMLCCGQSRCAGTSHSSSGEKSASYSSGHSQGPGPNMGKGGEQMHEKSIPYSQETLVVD
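assay system = CHO-K1 APJ beta-arrestin complementation cell line | input = cell density 1000 per well | dosing = compound 20 µM once, DMSO 1% | timing = compound 90 min 25 °C, reagent 1 h | measured by = luminescence from split beta-galactosidase complementation, Galacton Star/Emerald II substrate | read-out basis = APJ agonist activity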
NALP3 yeast inh: inhibitors of NALP3 inflammasome in yeast | Yeast reconstituted NLRP3/ASC/caspase-1, beta-gal luminescence, 24 h | inhibition, % at 10 µM | hit rate 0.39% among 330,000;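 active = inhibition of 50% or more; inactive = inhibition below 50%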;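 also: plate controls were induced DMSO wells for no effect and uninduced yeast grown without galactose for full effect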
CHOP UPR activ: activators of apoptotic arm of unfolded protein response (CHOP); CHO-CHOP luciferase reporter, UPR activation, luminescence; percent of tunicamycin response over DMSO baseline; activation, % at 10 µM; hit rate 0.34% among 330,000; AID 449763;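 active = at 10 µM dose, activation of 40% or more, normalized to positive control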;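 also: 100% = tunicamycin at 10 µg/mL and 0% = DMSO alone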
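System: CHO-CHOP luciferase reporter cell line | Buffer or medium: F12 medium containing 10% fetal bovine serum | Doses: One dose, 10 µM in 0.5% DMSO | Times: 6 h compound exposure at 37 °C after overnight seeding | Signal: Luciferase luminescence | Read-out: % activation vs tunicamycin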
The depositor's hits bear a star; . = not tested or not shown.

SMILES	Mdm2 MdmX PPI	tim23-1 inh	TIM10 inh	tim10-1 inh	NR3A LBD binder	XBP1 UPR activ	APJ ag	NALP3 yeast inh	CHOP UPR activ
CN(C)S(=O)(=O)c1ccc(C(=O)OCC(=O)Nc2ccccc2OC(F)F)cc1	-12	21	9	17	-3	1	-6	0	-1.5
COc1cc(-c2noc(-c3ccccc3C(=O)NCc3ccco3)n2)cc(OC)c1OC	33	22	2	4	-1	-5	7	16	-1.8
Cc1nc2ccc(NC(=O)c3ccc(Cl)c([N+](=O)[O-])c3)cc2s1	13	4	10	12	-6	-4	-2	25	3.0
O=C(OCc1csc(-c2ccccc2)n1)c1cccs1	-81	27	15	21	1	-3	-1	18	1.3
COc1ccccc1OCC(=O)NN=C(Cc1ccccc1)Cc1ccccc1	15	24	13	12	1	-2	-3	-5	1.6
COCCOC(=O)c1[nH]c2c(c1C)C(=O)CC(c1ccco1)C2 (stereo not drawn)	34	20	11	20	-2	6	-5	12	0.4
N#Cc1c(N)nc2c(c1-c1ccc(F)cc1)CCC2	29	15	19	10	-1	4	-2	-7	-2.2
CCOc1ccnc(OCC)c1Br	-10	0	4	9	-3	3	2	-4	3.2
Cn1ncc2c(NNC(=O)c3ccc(Cl)cc3Cl)ncnc21	10	9	5	24	1	0	2	11	0.4
Cc1oc2c(c1C(=O)N1CCOCC1)C(=O)c1ccccc1C2=O	54*	69*	46*	59*	0	0	7	16	2.7
CCC(=O)c1ccc(N2CCN(C(=O)c3ccccc3)CC2)c(F)c1	1	21	12	21	-1	1	-1	11	-3.2
COc1cc(NC(=O)c2ccccc2F)ccc1NC(=O)c1cc2ccccc2o1	68*	14	-7	0	-4	15	13	28	17
CC(=O)Nc1cccc(S(N)(=O)=O)c1C	5	8	-5	-11	1	-2	-1	1	0.2
CSc1ccccc1NC(=S)N/N=C/c1cccn1Cc1cccc(C)c1	21	16	37	38	-2	-2	3	14	0.7
NC(=O)CN1CCN(c2nc(-c3ccc(F)cc3)cs2)CC1	-19	3	1	18	-1	0	-1	8	3.5
O=[N+]([O-])c1cc(Cl)cc(/C=N\Nc2ccccn2)c1O	70*	44	41*	16	-1	-1	-7	28	-1.0
c1ccc(-n2c(SCC3CCCCO3)nnc2-c2cccs2)cc1 (stereo not drawn)	-17	45	17	27	-1	3	-2	21	-2.8
COc1ccc(/C=C2/C(=O)N(c3cccc(F)c3)N=C2C)c(OC)c1	18	33	-1	19	0	-2	-6	14	0.8
COc1ccc(-c2cc(C(F)(F)F)nc(N)n2)cc1	-2	-26	5	2	1	4	-5	-18	3.6
CC(=O)Nc1ccc(C2=NN(c3ccccc3)C(c3ccccc3)C2)cc1 (stereo not drawn)	0	30	20	30	-8	-1	-1	25	-1.2
CC1(NC(=S)NCCO)CCS(=O)(=O)C1 (stereo not drawn)	-20	1	-12	7	-2	0	2	6	-0.7
CCN(C(=O)COC(=O)C(Cc1ccccc1)N1C(=O)c2ccccc2C1=O)C1CCS(=O)(=O)C1 (stereo not drawn)	-14	15	8	3	-1	-2	-2	4	-1.2
CCN(CC)c1ccc(/C=N/N2C(C)CCCC2C)c(O)c1 (stereo not drawn)	4	33	21	-4	-1	1	-3	22	1.5
N#CCC(=O)N/N=C/c1ccc(SCC(=O)Nc2ccccc2)o1	3	19	10	15	13*	9	-3	15	-0.4
O=C(OCCN=C1NS(=O)(=O)c2ccccc21)C1CC(=O)N(c2ccc3ccccc3c2)C1 (stereo not drawn)	3	9	-11	25	-2	-1	-2	10	-0.5

In a second layout: results already given.
structure: COCCOC(=O)c1[nH]c2c(c1C)C(=O)CC(c1ccco1)C2 (stereo not drawn)
  Mdm2 MdmX PPI: 34
  tim23-1 inh: 20
  TIM10 inh: 11
  tim10-1 inh: 20
  NR3A LBD binder: -2
  XBP1 UPR activ: 6
  APJ ag: -5
  NALP3 yeast inh: 12
  CHOP UPR activ: 0.4

structure: NC(=O)CN1CCN(c2nc(-c3ccc(F)cc3)cs2)CC1
  Mdm2 MdmX PPI: -19
  tim23-1 inh: 3
  TIM10 inh: 1
  tim10-1 inh: 18
  NR3A LBD binder: -1
  XBP1 UPR activ: 0
  APJ ag: -1
  NALP3 yeast inh: 8
  CHOP UPR activ: 3.5

Further results.
SMILES	Mdm2 MdmX PPI	tim23-1 inh	TIM10 inh	tim10-1 inh	NR3A LBD binder	XBP1 UPR activ	APJ ag	NALP3 yeast inh	CHOP UPR activ
CCNc1nc(SC(C)C(=O)OC)nc(N2CCOCC2)n1 (stereo not drawn)	-7	13	9	21	1	0	1	-1	2.0
Cc1ccc(SC(=O)COc2ccc(C)c(C)c2)cc1	-16	28	-6	40	-2	66*	7	17	13
COc1cc(/C=N/NC(=O)c2cccc(NC(=O)c3ccccc3C)c2)ccc1O	-3	-8	32	-9	-5	-2	0	10	0.4
COc1cccc(NC(=O)C2CCOC2=O)c1 (stereo not drawn)	-3	19	-13	-6	1	1	0	3	0.1
Nc1nc(N)c(N=O)c(OCC2CCCCC2)n1	57*	28	35	35	-1	1	5	20	4.2
Oc1ccc(/C=N\Nc2cc(N3CCOCC3)nc(N3CCOCC3)n2)c(O)c1	34	8	7	3	-10	2	1	24	3.8
O=C(NCCCl)c1ccc(OCc2ccccc2)cc1Cl	-12	26	18	16	-2	5	0	1	4.5
COc1ccc(OCCOCCN2CCc3ccccc3C2)cc1	10	-5	-2	3	2	-3	-3	11	-0.5
COc1ccc(Cl)cc1NC(=O)CN1c2ccccc2CC1C (stereo not drawn)	6	25	19	17	-5	-1	2	14	-1.6
Cc1ccc2[nH]c(=O)c(CN(CC3COCCO3)C(=O)Nc3ccccc3F)cc2c1 (stereo not drawn)	21	9	15	18	1	-2	-3	-4	-2.3
CCOC(=O)c1c(S(=O)(=O)Nc2ccc(C)cn2)c(C)n(C)c1C	-1	19	10	18	0	-5	5	-5	0.4
Cc1ccc(C(=O)CSc2nnc(COc3cccc4cccnc34)o2)cc1	10	26	17	17	-2	0	3	21	-2.0
CC1CC(C)(C)NC(=S)N1CCC(=O)N1CCN(c2ccccc2)CC1 (stereo not drawn)	-12	13	2	15	1	2	-2	-8	-0.9
COc1cccc(OCCNC(=O)Nc2cc(F)c(F)cc2Cl)c1	-3	9	-6	6	-5	1	-6	17	3.2
C/C(=N\NC(=O)c1nnn(-c2nonc2N)c1CSc1ccc(Cl)cc1)c1cccnc1	1	-4	10	5	-14	-2	-2	-15	-1.1
CCCNC(=O)OC[C@H]1O[C@H](CCO/N=C/[C@@H](OC)[C@H](C)/C=C/CC(=O)OC)C=C[C@@H]1Oc1ccc(OC)cc1	14	29	22	23	.	-3	-1	-1	-0.7
Cc1cc(C)c(OCC(=O)NCC2CCCO2)c(C)c1 (stereo not drawn)	-19	10	3	5	0	-1	-3	1	0.8
CC(=O)N1CCN(CC(=O)c2ccc(Br)cc2)CC1	9	14	-3	5	-6	0	0	13	-0.4
Cn1c(N)c(C(=O)COC(=O)c2ccccc2C(F)(F)F)c(=O)n(C)c1=O	11	2	8	8	1	2	0	9	-2.4
Cn1c2c(c(=O)n(C)c1=O)C(c1ccc(O)cc1)Nc1ccccc1O2 (stereo not drawn)	4	18	13	8	-2	0	-1	13	-2.0
CCc1sc(C(=O)Nc2ccc(F)cc2C)cc1C	-20	24	11	18	-3	3	-4	17	2.8
Cc1ccc(Sc2ccc(C(=O)NC(C)C)cc2[N+](=O)[O-])cc1	19	5	-7	-1	-5	0	2	30	1.5
Cc1ccc(S(=O)(=O)N2CCN(C(=O)CC(C)(C)C)CC2)cc1	18	8	1	6	1	1	-3	7	-2.0
CCN1CCN(C(=O)c2ccc(CN(c3ccccc3)S(=O)(=O)c3ccccc3)cc2)CC1	6	14	16	19	0	-1	4	18	0.4
CC1CCN(c2ccc(-c3ccc(NC(=O)C(F)(F)F)cc3)nn2)CC1	21	0	12	-15	-8	-9	-2	9	-4.1

Copied from the list.
`CCOC(=O)c1c(S(=O)(=O)Nc2ccc(C)cn2)c(C)n(C)c1C` in NR3A LBD binder shows 0
`CC(=O)Nc1ccc(C2=NN(c3ccccc3)C(c3ccccc3)C2)cc1` (stereo not drawn) in tim23-1 inh shows 30
`N#CCC(=O)N/N=C/c1ccc(SCC(=O)Nc2ccccc2)o1` in tim23-1 inh shows 19

Other compounds.
SMILES	Mdm2 MdmX PPI	tim23-1 inh	TIM10 inh	tim10-1 inh	NR3A LBD binder	XBP1 UPR activ	APJ ag	NALP3 yeast inh	CHOP UPR activ
CC(C)OC(=O)c1ccc(NC(=O)Cn2c(-c3nonc3N)nc3ccccc32)cc1	-10	-15	-25	13	19*	0	1	15	1.7
COc1cc(C2c3cc4c(cc3C(OC3OC5COC(c6cccs6)OC5C(O)C3O)C3COC(=O)C23)OCO4)cc(OC)c1O (stereo not drawn)	94*	-14	8	5	2	-5	1	3	3.1
CCN(CC(=O)NC1CCS(=O)(=O)C1)S(=O)(=O)c1ccc(Cl)cc1C(F)(F)F (stereo not drawn)	-13	9	11	-2	-3	-1	-1	19	1.7
CC(=O)Nc1ccc(NC(=O)C2c3ccccc3Oc3ccccc32)cc1	28	-28	-29	17	-3	2	-5	2	1.6
CC(C)N(CC(N)=O)c1ncnc2sc(-c3ccccc3)cc12	23	1	-47	-11	-4	-4	-2	13	-2.5
CC(C)(C)c1csc(N/N=C/c2ccc(O)cc2)n1	-66	57*	24	30	5	1	2	33	6.6
COc1ccc(S(=O)(=O)N2CCCCCC2)cc1C(=O)N(C)Cc1ccco1	7	17	5	25	2	1	-4	21	-0.7
O=C1NC(=O)C2(COC3(CCCC3)OC2)S1	0	7	-3	13	1	-1	-5	0	1.5
CCOC(=O)c1ccc(NC(=O)NCc2ccccc2)cc1	-42	16	16	6	-29	3	-2	7	5.3
COc1ccc([C@@H]2CC=C(C(=O)O)[C@H](c3cccc(Cl)c3)N2S(=O)(=O)c2ccc(Cl)cc2)cc1	12	2	-4	13	-13	1	-3	3	0.6
O=C(O)CSC1c2ccccc2C(=O)N1c1ccccc1 (stereo not drawn)	10	22	-5	8	0	-5	5	13	-1.3
COc1ccc(/C=C(\NC(=O)c2ccccc2)C(=O)N2CCC(C)CC2)cc1	19	35	20	26	-7	-4	-4	4	-1.0
C/C(=N\NC(=O)C1CC1)c1ccc(N2CCOCC2)cc1	18	8	-12	10	-2	1	0	4	1.2
COc1nc(C#N)nc(N(C)C)n1	-7	-28	-14	-9	-4	8	2	12	0.1
Cc1ccc(C(=O)C(C)OC(=O)CCN=C2NS(=O)(=O)c3ccccc32)cc1 (stereo not drawn)	17	-3	-12	-7	2	-3	-4	6	-2.6
CC(=O)Cn1c(=O)c2c(nc3n2CCCN3Cc2ccccc2)n(C)c1=O	27	2	2	0	0	-4	-3	3	3.8
COc1ccc(Cn2nnnc2C(c2cccs2)N2CCSCC2)cc1 (stereo not drawn)	13	28	5	18	1	-5	-3	10	-4.3
Cc1c(NC(=O)CN2C(=O)c3ccccc3S2(=O)=O)c(=O)n(-c2ccccc2)n1C	17	-2	-4	-6	2	-1	-5	14	-1.8
Cc1cccc(C(=O)OCC(=O)N2CCc3ccccc3C2)c1O	-4	30	-15	-14	1	5	-8	24	3.4
CCN(CC(=O)NCc1cccs1)C(=O)c1ccccc1Cl	-16	19	8	8	-2	-2	-1	19	0.8
CN(CC(=O)Nc1cccc2ccccc12)C(=O)c1ccc(NC(=O)CC#N)cc1	4	12	8	3	-4	0	-1	1	-0.1

Compound activity deposited in PubChem BioAssay by Sanford-Burnham Center for Chemical Genomics.
